Bioassay records (PubChem BioAssay)
IL2 activator: IL-2 activation; IL-2 activation reporter assay, cell-based qHTS; stimulated with anti-CD3/CD4/CD28 beads; in transgenic mouse T cells; activation, % (series mostly up to about 46 µM); actives 0.065% (n = 360,000); AID 652025; in the data active = activation above about 50%; inconclusive = mostly about 30% to 49%; note: 0% is about no effect
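Screening format: compound pinned onto unstimulated transgenic mouse T cells, 60 min incubation, then anti-CD3/anti-CD4/anti-CD28 bead stimulation for 18 hours at 37 degrees C, followed by EGFP and DsRed detection.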
PLK1 PBD inh: inhibitors of human PLK1 polo-box domain binding; P53350; Plk1 PBD binding of FITC phosphopeptide, fluorescence polarization; Potency, µM, for the others: max response, negative = inhibition, usual class: inhibitors; actives 2.8% (n = 360,000); note: potency is the fitted concentration of half-maximal effect; series mostly up to about 57 µM; % is set by controls: 0 for no effect and ±100 for the full control effect; nearly all actives have a fitted effect of over 65% in size
Target sequence (P53350 whole entry, looked up, the tested form may be a part): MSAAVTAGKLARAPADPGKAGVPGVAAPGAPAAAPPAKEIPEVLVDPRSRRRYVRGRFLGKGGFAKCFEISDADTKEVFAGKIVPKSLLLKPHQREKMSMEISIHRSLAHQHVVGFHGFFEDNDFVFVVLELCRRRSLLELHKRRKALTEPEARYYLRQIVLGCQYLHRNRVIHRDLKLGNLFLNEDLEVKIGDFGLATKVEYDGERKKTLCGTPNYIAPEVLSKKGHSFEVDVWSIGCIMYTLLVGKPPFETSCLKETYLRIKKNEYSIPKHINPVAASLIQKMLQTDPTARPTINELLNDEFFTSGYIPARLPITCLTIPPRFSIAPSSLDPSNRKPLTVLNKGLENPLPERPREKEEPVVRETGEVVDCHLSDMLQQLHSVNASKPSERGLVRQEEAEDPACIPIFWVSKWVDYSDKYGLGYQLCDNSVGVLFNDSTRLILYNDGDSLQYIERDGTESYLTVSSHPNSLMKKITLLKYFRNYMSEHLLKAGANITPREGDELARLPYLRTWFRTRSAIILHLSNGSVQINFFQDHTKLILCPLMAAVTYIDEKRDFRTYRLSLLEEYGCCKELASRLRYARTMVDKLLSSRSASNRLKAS
PI5P4K alpha inh: inhibitors of human PI5P4K alpha. P48426. PI5P4Kalpha enzyme, ADP-Glo luminescence, 60 min; active compounds read low. max response, %. actives 1.2% (n = 330,000). AID 652105; active = max response of -50% or lower; inconclusive = between -30% and -50%; inactive = -30% or higher; note: value at the top dose of about 77 µM; % is set by controls: 0 for no effect and ±100 for the full control effect
Target sequence (P48426 whole entry, looked up): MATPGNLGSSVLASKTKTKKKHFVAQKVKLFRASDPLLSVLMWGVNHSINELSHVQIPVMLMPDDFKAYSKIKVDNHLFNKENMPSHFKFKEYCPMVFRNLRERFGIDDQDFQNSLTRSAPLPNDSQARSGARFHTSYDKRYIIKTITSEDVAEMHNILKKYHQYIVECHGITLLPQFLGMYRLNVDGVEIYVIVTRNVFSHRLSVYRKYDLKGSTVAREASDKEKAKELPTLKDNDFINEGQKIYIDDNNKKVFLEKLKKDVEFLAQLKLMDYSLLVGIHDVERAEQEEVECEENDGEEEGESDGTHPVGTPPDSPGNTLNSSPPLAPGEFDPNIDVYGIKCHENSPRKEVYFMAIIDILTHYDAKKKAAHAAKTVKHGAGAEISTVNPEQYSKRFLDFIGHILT
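Luminescence from ADP-Glo served as readout of PI5P4Kalpha activity in a qHTS format. Reaction: enzyme, substrate, compound, ATP at 5 microM final, 60 min at RT.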
WRN inhibitor: WRN helicase (human) inhibition. Q14191. WRN helicase unwinding, fluorescent forked duplex, kinetic. Potency, µM (highest dose often 114 µM), for the others: at the top dose activity change, negative = inhibition, actives largely listed as inhibitors. actives 0.46% (n = 360,000); note: potency is the fitted concentration of half-maximal effect; % is set by controls: 0 for no effect and ±100 for the full control effect; nearly all actives have a fitted effect of over 55% in size
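WRN at 20 nM final preincubated with compound 15 min at room temperature; reaction started with 100 nM fluorophore/quencher forked duplex oligonucleotide and 2 mM ATP final. Unwinding followed kinetically by red fluorescence (ex 525, em 598 nm).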
aSyn yeast inh: inhibitors of alpha-synuclein toxicity in yeast; Yeast expressing alpha-synuclein, growth rescue, BacTiter-Glo, 24 h; Potency, µM (highest dose often 46.1 µM), without a hit: at the top dose growth rescue (activation), usual class: activators; actives 0.14% (n = 370,000); AID 652106; note: potency is the fitted concentration of half-maximal effect; % of control where 0% means no effect; nearly all actives have a fitted effect of over 65% in size
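Screening used galactose-induced yeast with toxic alpha-synuclein levels, exposed to compound for 24 hr at 30 deg C. Cell growth, read with BacTiter-Glo luminescence, gave the measured signal.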
Abeta rescue: compounds reversing amyloid beta toxicity in yeast; yeast expressing A-beta42, growth rescue, OD600, 48 h; response scale: 0% DMSO, 100% iron-clioquinol control; Potency, µM (top dose mostly 46.1 µM), for inactives: at the top dose growth rescue, usual class: activators; actives 0.063% (n = 410,000); AID 1347071; note: potency is the fitted concentration of half-maximal effect; nearly all actives have a fitted effect of over 55% in size
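Yeast A-beta toxicity model in growth medium with pinned compounds, 48 h at 30 C; growth read as absorbance at 600 nm. Normalized to FeCl3/clioquinol equimolar mix (positive) and DMSO (negative).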
EPAC1 ag: activates human EPAC1 exchange factor; O95398; EPAC1 agonist qHTS, biochemical assay; response scale: 100% = response to 6.5 mM cAMP; Potency, µM (top dose mostly 154 µM), for inactives: at the highest dose activation, actives largely listed as activators; actives 0.073% (n = 360,000); AID 720707; note: potency is the fitted concentration of half-maximal effect; nearly all actives have a fitted effect of over 60% in size
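Fluorescent GDP-exchange assay: 100 nM EPAC1 with 250 nM Rap1B preloaded with BODIPY-GDP and 50 uM GDP; compounds tested as concentration series, 5 min at room temperature, then read every 5 min for 30 min (ex 480/em 540 nm); normalized to 6.5 mM cAMP.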
FUS yeast rescue: rescues growth of FUS-expressing yeast. Potency, µM (doses to about 76.6 µM), without a hit: at the top dose growth rescue (activation), hits mostly activators. AID 1347120. S. cerevisiae FUS-expressing, growth rescue, OD600, 24 h. actives 0.24% (n = 390,000);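 note: potency is the fitted concentration of half-maximal effect; plate controls were DMSO vehicle for no effect and reference control for full effect; nearly all actives have a fitted effect of over 55% in size; some results filed as inactive show a strong effect at the top dose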
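Restored growth of FUS-toxic S. cerevisiae, read as 600 nm absorbance after 24 h at 30C in galactose medium (starting OD 0.005). Controls CP55940 and DMSO.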
EPAC1 antag: blocks human EPAC1 exchange factor. actives 0.14% (n = 360,000). Potency, µM (titrated, usually from 115 µM), for the others: at the highest dose activity change, negative = inhibition, usual class: inhibitors. EPAC1 GEF assay, Rap1b-BODIPY-GDP exchange fluorescence;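 note: potency is the fitted concentration of half-maximal effect; plate controls were vehicle for no effect and positive control for full effect; nearly all actives have a fitted effect of over 50% in size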
* marks the source's active call; other numbers are inactive results; u = inconclusive; x = not tested or not shown; [ ] = another dose, or the depositor's remark. Unless noted, calls come from the whole dose curve; as a rule, active = well fitted curve in the direction sought with a large enough effect; inconclusive = small, poorly fitted or top-dose-only effect, or another doubt; inactive = no such curve, though single readings can be large; an effect the other way counts as inactive or inconclusive.

SMILES	IL2 activator	PLK1 PBD inh	PI5P4K alpha inh	WRN inhibitor	aSyn yeast inh	Abeta rescue	EPAC1 ag	FUS yeast rescue	EPAC1 antag
Cc1cc(C2C(C#N)=C(N)Oc3n[nH]c(C)c32)c(C)s1 (stereo unspecified)	-0.1	-22%	-8	-6%	-7%	0%	-8%	-3%	-10%
O=C(COC(=O)c1ccccc1NS(=O)(=O)c1cccs1)NCC12CC3CC(CC(C3)C1)C2	-3.1	-8%	8	-6%	-3%	-6%	12%	x	-14%
CCc1ccc(NC(=O)CCC(=O)c2ccc(C)cc2)cc1	1.0	-7%	6	8%	0%	7%	-5%	-4%	15%
Cc1cccc(C)c1NC(=S)N=Nc1c(O)n(C)c2ccc(S(=O)(=O)N3CCOCC3)cc12	-0.2	-19%	-1	-13%	1%	8%	10%	x	-12%
CC(=O)N1CCc2cc([N+](=O)[O-])ccc21	-3.3	2%	1	-16%	0%	-11%	1%	x	0%
COc1cccc(NC(=O)CSc2nncn2-c2ccccn2)c1	-1.4	-3%	0	7%	0%	-10%	1%	15%	9%
O=C(OCC(=O)N(c1ccccc1)C1CCCCC1)c1ccc(CO)cc1	0.6	0%	4	-1%	2%	4%	1%	-25%	0%
COc1ccc(CNC(=O)Cn2cnc3c(SC)nc(N)nc32)cc1	-0.3	-9%	0	5%	0%	-9%	-8%	3%	-8%
CCC1CCCCN1S(=O)(=O)c1ccc(NC(=O)c2ccncc2)cc1 (stereo unspecified)	-3.6	1%	0	-26%	4%	-8%	-5%	x	-12%
CS(=O)(=O)N(CC(=O)N1CCN(Cc2ccc3c(c2)OCO3)CC1)c1ccc2c(c1)OCO2	2.6	-7%	x	1%	-1%	-10%	7%	14%	6%
COc1cccc(-n2c(SCC(N)=O)nc3c([nH]c4ccccc43)c2=O)c1	1.8	-2%	-7	-13%	-1%	29%	6%	17%	-13%
CCOc1ccc(C(=O)NC2CC(=O)N(c3ccc4c(c3)OCCO4)C2)cc1 (stereo unspecified)	-3.2	1%	5	-6%	3%	6%	5%	-1%	8%
Cc1nnc(SCC(=O)N2CCCC2)n1-c1ccc(F)cc1	-1.5	1%	1	-9%	-1%	-1%	-5%	3%	20%
CCn1c(SCC(=O)Nc2cc(Cl)ccc2OC)nnc1C1CC1	-0.1	0%	-5	8%	3%	-10%	-9%	4%	5%
O=C(Cc1ccc(Cl)c(Cl)c1)N1CCOCC1	-2.3	-14%	-2	10%	-2%	0%	-1%	-3%	-4%
COc1ccc(Cc2nc3ccc(C(=O)N(C)C(C)c4ccon4)cc3o2)cc1 (stereo unspecified)	-2.6	-6%	0	4%	-6%	-13%	-2%	9%	-21%
Cc1cc(N2CCN(c3ccccc3)CC2)nc(N2CCOCC2)n1	11	0%	3	-3%	-2%	-5%	1%	7%	-19%
CCCSc1nnc(NC(=O)Nc2ccccc2)s1	0.9	0%	4	3%	0%	21%	-7%	x	-10%
Cc1ccc(S(=O)(=O)N(CC(=O)Nc2ccc(C)c(Cl)c2)C(=O)N2CCN(C)CC2)cc1	1.2	-7%	1	-8%	-2%	-8%	-3%	22%	0%
CCOc1cc(C(=O)OCC(=O)Nc2ncc(Cl)c(C)c2Cl)ccc1OCC(=O)N1CCOCC1	0.1	-11%	-12	-11%	6%	8%	-5%	x	-3%
Cn1cnc(NCc2ccccc2)c1[N+](=O)[O-]	-0.2	-4%	-2	-9%	1%	2%	11%	1%	4%
CC(OC(=O)c1cn(-c2ccccc2)nc1-c1cccnc1)C(N)=O (stereo unspecified)	1.3	-14%	-4	1%	-5%	-19%	2%	7%	-22%
COc1ccc(OC)c(C2C/C(=N/O)C(C)C(c3cc(OC)ccc3OC)N2)c1 (stereo unspecified)	0.6	-5%	-2	-10%[57.1 µM]	-3%	-7%	-10%	34%	u
Cc1ccc(S(=O)(=O)N2[C@@H](c3ccccc3)C(C(=O)O)=CC[C@H]2c2ccc(Cl)c(Cl)c2)cc1	0.1	u	-6	2%	-46%[inhibitor]	-18%	-13%	25%	-23%
CC(=O)c1ccc(NC(=O)COC(=O)c2c3c(nc4ccccc24)/C(=C\c2cccs2)CCC3)cc1	-3.1	-4%	10	-4%	8%	-7%	14%	x	-2%
O=C(Nc1ccc(Cl)c(Cl)c1)Nc1ccccn1	-2.8	4%	4	-1%	-8%	2%	4%	-15%	1%
CCOC(=O)c1ccc(S(=O)(=O)N2CCC(N3CCCCCC3)CC2)cc1	-2.7	-6%	1	13%	0%	-8%	-7%	-26%	6%
COc1ccc(C(=O)N2CCCN(C)CC2)cc1S(=O)(=O)N1CCCc2ccccc21	-2.2	-2%	0	1%	-15%	29%	-2%	1%	10%
Cc1ccc(OCCNC(=O)C2CC(=O)N(Cc3ccccc3)C2)cc1 (stereo unspecified)	0.7	0%	0	4%	1%	9%	-5%	x	5%
Cc1ccc(-c2nc3ccc(Cl)cn3c2CC2CCCCC2)cc1	2.1	-4%	2	-6%	0%	2%	7%	0%	-11%
COc1ccccc1CNC(=O)C1CCC(CNS(=O)(=O)c2ccc(NC(C)=O)cc2)CC1 (stereo unspecified)	4.2	-10%	3	-5%[57.1 µM]	-7%	-2%	1%	37%	-1%
COc1ccc(C(CNC(=O)c2ccc(S(=O)(=O)Nc3cccc(C)c3C)cc2)N2CCOCC2)cc1 (stereo unspecified)	1.2	-4%	-8	0%	0%	-5%	-4%	18%	-8%
COc1ccc(S(=O)(=O)N2CCCCCC2)cc1C(=O)N1CCCC(C(F)(F)F)C1 (stereo unspecified)	1.1	-7%	0	-11%	-2%	6%	u	36%	-27%
CC1(C)Cc2c(sc3nc(-c4cccs4)n(N)c(=O)c23)CO1	-0.4	-7%	x	-5%	2%	-6%	21%	31%	1%
COCCN1C(=O)CCC1(C)c1nnnn1Cc1ccccc1 (stereo unspecified)	0.9	-2%	4	2%	2%	-2%	8%	-9%	-9%
CCN(CC(=O)NC1CCS(=O)(=O)C1)S(=O)(=O)c1cc([N+](=O)[O-])ccc1C (stereo unspecified)	-1.4	u	-1	0%	-12%	-8%	-3%	-1%	7%
CCOC(=O)C1CCN(C(=O)CCS(=O)(=O)c2ccc3c(c2)n(C)c(=O)c(=O)n3C)CC1	-1.0	-3%	-3	6%	-1%	5%	-1%	-31%	1%
C=CCNC(=O)COC(=O)c1ccc(Cl)c(S(N)(=O)=O)c1	-2.4	-14%	2	-25%	-2%	-13%	-5%	9%	-16%
COc1cc(/C=N/Nc2ccc([N+](=O)[O-])cc2S(=O)(=O)N2CCOCC2)cc(OC)c1OC	-0.9	2%	3	-1%	-2%	5%	2%	-6%	-4%
CNS(=O)(=O)c1cccc(C(=O)NCC(c2cccs2)N(C)C)c1 (stereo unspecified)	-0.7	-4%	-2	1%	-2%	26%	-1%	12%	6%
O=C1CNC(=O)/C1=C\c1ccc(O)cc1	0.3	-19%	-62*	-36%	-11%	-10%	6%	-3%	-10%
COc1ccc(OCC(=O)N/N=C/c2ccncc2)cc1	0.8	1%	-3	1%[57.1 µM]	0%	10%	5%	15%	u
COc1cccc(C(O)c2nc(-c3ccc(F)c(Cl)c3)cs2)c1 (stereo unspecified)	-0.7	-9%	38	-5%	u	-93%[inhibitor]	-12%	33%	-21%
O=C(O)c1cc2c(cc1NC(=O)c1c(F)cccc1F)OCCCO2	-1.0	-2%	5	-6%	-2%	-4%	5%	-17%	7%
CCOc1ccccc1N1CCN(C(=O)Nc2cccc(Cl)c2)CC1	2.3	-4%	4	-11%	9%	-17%	4%	23%	-7%
CC(C)C(NS(=O)(=O)c1cccc2nsnc12)C(=O)N1CCn2c1nc1ccccc12 (stereo unspecified)	-2.6	-5%	-3	-6%	-19%	2%	8%	17%	1%
CCN(CC)S(=O)(=O)c1cccc(C(=O)NC2=NCCS2)c1	-2.2	-13%	-1	9%	-13%	-5%	0%	-7%	-4%
COc1ccc(-c2c(C#Cc3ccsc3)c3cc(-c4cccc5[nH]ccc45)ccc3n2C)cc1	1.8	-4%	6	5%	1%	7%	11%	29%	-11%
O=C1C=CC(=O)N1	-0.8	30µM*	u	1%	10%	-24%	6%	-34%	-12%
CC(=O)c1cccc(-n2nnnc2SCC(=O)Nc2cc(C)on2)c1	0.6	u	-1	0%[57.1 µM]	4%	-14%	13%	-8%	0%
S=C(NCCN1CCOCC1)Nc1cccc2ccccc12	0.9	-11%	1	3%	5%	7%	10%	x	-14%
CCOc1ccc(N=Nc2c(C)[nH]n(-c3ccccc3)c2=O)cc1	-2.5	-16%	-3	6%	0%	16%	-3%	4%	-5%
O=C(NCCCN1CCOCC1)c1ccc2c(=O)n(Cc3ccccc3)c(=S)[nH]c2c1	0.2	4%	-2	10%	6%	0%	-5%	6%	6%
O=C(OCc1ccccc1)N1CCCC2CC1c1ccccc12 (stereo unspecified)	-3.8	-3%	3	-5%	0%	-19%	-9%	15%	-11%
CC(C)(CNC(=O)c1cc2c(s1)CCCC2)N1CCOCC1	0.3	-10%	3	5%	-2%	-10%	11%	12%	1%
O=C(NC1CCCCC1)C(c1ccco1)N(C(=O)c1csnn1)c1ccccc1 (stereo unspecified)	1.2	-4%	4	3%	0%	10%	0%	9%	13%

Ordered by SMILES length (descending): 3 of the compounds above
SMILES	IL2 activator	PLK1 PBD inh	PI5P4K alpha inh	WRN inhibitor	aSyn yeast inh	Abeta rescue	EPAC1 ag	FUS yeast rescue	EPAC1 antag
CCN(CC)S(=O)(=O)c1cccc(C(=O)NC2=NCCS2)c1	-2.2	-13%	-1	9%	-13%	-5%	0%	-7%	-4%
CC(C)(CNC(=O)c1cc2c(s1)CCCC2)N1CCOCC1	0.3	-10%	3	5%	-2%	-10%	11%	12%	1%
S=C(NCCN1CCOCC1)Nc1cccc2ccccc12	0.9	-11%	1	3%	5%	7%	10%	x	-14%
